PfG6PD inh = PfG6PD enzyme inhibitors, primary screen, biochemical, fluorescence intensity, uHTS | inhibition, % at 20 µM | glucose-6-phosphate dehydrogenase-6-phosphogluconolactonase (Plasmodium falciparum 3D7) | PfGluPho enzyme, NADPH resazurin-diaphorase fluorescence | hit rate 0.78% among 350,000;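 active = inhibition reaching at least a set limit at 20 µM in the primary screen, cut at about 59% in these data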;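 note: 0% = DMSO wells with substrate and 100% = DMSO wells lacking glucose-6-phosphate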
mIAP inh = inhibitors of mouse IAP, primary screen, biochemical, luminescence, uHTS. AID 2806, 2010. intestinal alkaline phosphatase [Mus musculus]. inhibition, % at 10 µM. hit rate 0.2% among 330,000. purified mouse IAP, CDP-Star luminescence, 30 min;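 active = inhibition of at least 40% at 10 µM in the primary screen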;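 note: plate controls were DMSO with enzyme for no effect and no enzyme wells for full effect; values of inactives mirror those of a sister screen read the other way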
ATG4B inhibitor = ATG4B protease inhibitors, primary screen, biochemical, fluorescence, uHTS; ATG4B cleavage of LC3-PLA2, NBD-HPC fluorescence, 1 h; hit rate 0.51% among 340,000; inhibition, % at 8.33 µM; Cysteine protease ATG4B (Homo sapiens), Q9Y4P1; in the data active = inhibition above about 40%
Target sequence (Q9Y4P1 whole entry, looked up): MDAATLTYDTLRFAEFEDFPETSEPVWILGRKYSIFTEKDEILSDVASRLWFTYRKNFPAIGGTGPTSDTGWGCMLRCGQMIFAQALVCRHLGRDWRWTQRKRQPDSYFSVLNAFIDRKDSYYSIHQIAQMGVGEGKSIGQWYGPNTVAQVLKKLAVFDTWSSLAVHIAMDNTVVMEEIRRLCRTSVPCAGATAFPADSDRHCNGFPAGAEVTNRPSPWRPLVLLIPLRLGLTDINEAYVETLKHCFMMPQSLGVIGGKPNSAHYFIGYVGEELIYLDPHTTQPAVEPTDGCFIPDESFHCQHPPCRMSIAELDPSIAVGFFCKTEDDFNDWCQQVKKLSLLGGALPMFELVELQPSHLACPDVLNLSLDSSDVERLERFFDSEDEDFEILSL
hIAP activ = human IAP activators, primary screen, biochemical, luminescence, uHTS; Intestinal-type alkaline phosphatase (Homo sapiens), P09923; purified human IAP, CDP-Star luminescence, 30 min; active compounds read high; 1 = vehicle-only enzyme, 0 = enzyme-free background; activation factor at 10 µM; hit rate 0.16% among 330,000; AID 2524, 2010;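 active = activation factor of the enzyme at least 2-fold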; note: the source names both 10 and 20 µM as test concentration; values of inactives mirror those of a sister screen read the other way
A3A deaminase = APOBEC3A ssDNA deaminase inhibitors, primary screen, selectivity assay for APOBEC3G inhibitor project, biochemical, FAM/TAMRA oligo cleavage fluorescence; recombinant A3A, FAM/TAMRA ssDNA deamination fluorescence; hit rate 0.41% among 330,000; inhibition, % at 20 µM; DNA dC->dU-editing enzyme APOBEC-3A (Homo sapiens), P31941; AID 493011, 2011;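 active = at least 40% inhibition at 20 µM here, with at most 30% in a related deaminase screen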;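 note: plate controls were A3A with DMSO for no effect and wells lacking A3A enzyme for full effect; some results filed as inactive read as strong as hits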
Target sequence (P31941 whole entry, looked up): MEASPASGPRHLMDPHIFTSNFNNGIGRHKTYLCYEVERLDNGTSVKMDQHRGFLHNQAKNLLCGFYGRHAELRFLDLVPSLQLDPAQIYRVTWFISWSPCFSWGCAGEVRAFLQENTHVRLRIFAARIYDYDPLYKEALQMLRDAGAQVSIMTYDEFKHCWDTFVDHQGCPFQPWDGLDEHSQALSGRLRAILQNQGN
HKDC1 inh = HKDC1 hexokinase inhibitors, primary screen, biochemical, fluorescence, uHTS; recombinant HKDC1, G6PDH/diaphorase resazurin coupled fluorescence; inhibition, % at 20 µM; hit rate 0.16% among 340,000;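 active = inhibition above about 35% when tested at 20 µM, limit read from the data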;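 note: plate controls were DMSO wells with enzyme for no effect and DMSO wells lacking enzyme for full effect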
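test system = in-house recombinant HK5 (HKDC1) enzyme | amount = HKDC1 at 5 µg/mL | control set = DMSO-enzyme wells negative, buffer-substituted wells positive | compound = one dose of 20 µM, 1% DMSO | schedule = reaction time 90 min, room temperature, protected from light | technique = resorufin fluorescence at 613 nm | reagent = glucose with 1 mM ATP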
mIAP act = activators of mouse IAP, primary screen, biochemical, luminescence, uHTS. muIAP, CDP-Star luminescence, 30 min; active compounds read high; 1 = vehicle-only enzyme signal, 0 = enzyme-free wells. activation factor at 10 µM. hit rate 0.24% among 330,000. AID 2805, 2010;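 active = activation factor of at least 2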; note: the source names both 10 and 20 µM as test concentration; values of inactives mirror those of a sister screen read the other way
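Assay system: mouse IAP enzyme; Reagent: CDP-Star chemiluminescent phosphatase substrate; Compound: DMSO-dissolved test compounds; Incubation: 30 min, room temperature; Technique: luminescence from enzymatic CDP-Star hydrolysis; Controls: DMSO-only wells and no-enzyme negative control.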
hIAP inh = human IAP inhibitors, primary screen, biochemical, luminescence, uHTS; purified IAP, CDP-Star luminescence, 30 min; inhibition, % at 10 µM; Intestinal-type alkaline phosphatase (Homo sapiens), P09923; hit rate 0.12% among 330,000;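 active = inhibition reaching a set limit with compound at 10 µM in the primary screen, cut at about 35% in these data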;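 note: plate controls were DMSO wells with enzyme for no effect and no-enzyme buffer wells for full effect; values of inactives mirror those of a sister screen read the other way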
Active calls of the source: *.

SMILES	PfG6PD inh	mIAP inh	ATG4B inhibitor	hIAP activ	A3A deaminase	HKDC1 inh	mIAP act	hIAP inh
O=C1N[C@H](Cc2ccccc2)C(=O)N[C@H]1Cc1cn(S(=O)(=O)c2ccccc2)c2ccccc12	15	-8	-15	0.94	3	-2	1.1	6
O=C(Cc1ncc(C(F)(F)F)cc1Cl)NNc1cccc(F)n1	13	0	-3	0.94	-5	-3	1	6
Cc1cccc(N(C(=O)c2snc(C(N)=O)c2N)C(C(=O)NCC2CCCO2)c2ccc(N(C)C)cc2)c1C (configuration not stated)	2	8	9	0.91	-5	8	0.92	9
CCOC(=O)c1cc(S(=O)(=O)NC2CCCCC2)cn1C	-13	1	2	1.1	-4	-1	0.99	-5
N#C/C(=C/c1ccccc1[N+](=O)[O-])c1nc(C2CC2)cs1	8	6	34	0.84	-5	-1	0.94	16
COC(=O)c1ccc(NC(=S)N2CCN(CCO)CC2)cc1	-2	-12	-3	1.1	-11	-1	1.1	-6
CSCCC(NC(=O)COc1ccccc1)C(=O)N1CC(C)OC(C)C1 (configuration not stated)	-2	-5	2	1	2	-9	1	-4
CCCC(C)CO (configuration not stated)	-16	0	9	0.93	-5	2	1	7
O=C1CCN(Cc2ccccc2)N1	-7	2	4	1.1	-4	-1	0.98	-9
COc1ccc(C(C(=O)NC2CCCCC2)N(C(=O)c2cccs2)c2ccc3c(c2)OCO3)cc1 (configuration not stated)	-7	0	6	1.1	1	13	1	-13
CCOc1ccc(-n2nc3c(=O)n(CCN4CCCCC4)nc(C)c3c2C)cc1	-1	7	-5	0.94	1	-7	0.93	6
Cc1nn(C(C)C(=O)NC2CCC(C)CC2)c(=O)c2nn(-c3ccccc3)c(C)c12 (configuration not stated)	-6	3	-13	0.94	-6	-1	0.97	6
O=C(Sc1ccccc1)c1cccc(Cn2cc(C(F)(F)F)ccc2=O)c1	11	-12	4	1.1	-3	8	1.1	-10
O=C(NCCCN1CCCC1=O)c1c(O)nc2sccn2c1=O	-3	2	0	0.95	-2	6	0.98	5
C[C@H](NC(=O)C1CC(=O)N(c2ccc3c(c2)OCO3)C1)C(=O)NCc1ccco1 (some centres not stated)	-10	1	7	1.2	-2	-6	0.99	-16
Cc1ccc(NC(=O)Cn2cccc2)c(C)c1	3	-1	-14	1	-4	1	1	-4
C=CCOc1ccc(/C=N/NC(=O)CN2CCCCC2)cc1OC	15	4	-2	1.3	-6	-5	0.96	-27
Cc1ccc(NC(=O)c2ccc(S(=O)(=O)N3CCC(C)CC3)cc2)cc1	1	4	-4	1.1	5	-3	0.96	-7
Nc1nc(CSC(=S)N2CCOCC2)nc(Nc2ccccc2)n1	-6	-5	7	1.1	-1	2	1	-14
CC(C)N(CCC#N)C(=O)Nc1ccc2c(c1)CCO2	1	-6	-5	1.1	1	-6	1.1	-10
O=C(NCc1ccc(F)cc1)c1c2c(nc3ccccc13)CCC2	-8	17	6	0.82	22	-2	0.83	18
CCc1cccc(C)c1NC(=O)CSc1nnc(Cc2csc(C)n2)o1	-8	-5	2	1.2	-1	-6	1.1	-24
CCN1CC(CN(C)Cc2cn(-c3ccc(C)cc3)nc2-c2cccc(C)c2)CC1=O (configuration not stated)	18	14	-14	1	-1	-4	0.86	-3
COc1ccc(C2CC(c3cc(OC)ccc3OC)n3nnnc3N2)cc1 (configuration not stated)	-4	-2	0	1.1	0	-6	1	-8
COc1ccc2nc(NC(=O)Cc3ccc(OC)c(S(=O)(=O)N4CCOCC4)c3)sc2c1	-14	16	-10	1.1	2	1	0.83	-8

Rewritten with the structure last: entries from further up.
PfG6PD inh,mIAP inh,ATG4B inhibitor,hIAP activ,A3A deaminase,HKDC1 inh,mIAP act,hIAP inh,structure
-2,-12,-3,1.1,-11,-1,1.1,-6,COC(=O)c1ccc(NC(=S)N2CCN(CCO)CC2)cc1
-2,-5,2,1,2,-9,1,-4,CSCCC(NC(=O)COc1ccccc1)C(=O)N1CC(C)OC(C)C1 (configuration not stated)
-16,0,9,0.93,-5,2,1,7,CCCC(C)CO (configuration not stated)

Following part:
SMILES	PfG6PD inh	mIAP inh	ATG4B inhibitor	hIAP activ	A3A deaminase	HKDC1 inh	mIAP act	hIAP inh
Cc1ccc(-c2n[nH]c(S(C)(=O)=O)c2C#N)cc1	-17	2	0	0.81	-3	6	0.98	19
Cc1cc(C)nc(NC(=O)c2ccc(Cl)cc2)n1	12	-3	-4	0.93	-2	5	1	7
CC(=O)NC(C)c1ccc(Cl)c(Cl)c1 (configuration not stated)	-8	-4	5	0.97	-1	-2	1	3
O=S(=O)(CCc1ccccc1)N1CCOCC1	-10	-2	6	1.1	-1	-6	1	-6
COc1ccc(C(=O)OCc2ccccc2F)cc1S(=O)(=O)N1CCCC1	-2	-3	-15	1.2	-4	1	1	-17
O=C(COC(=O)/C=C/c1ccco1)NC1CCCCC1	7	1	-1	1	9	-9	0.99	-3
O=C(CSc1nnc(-c2ccco2)n1CC1CCCO1)NC1CCCC1 (configuration not stated)	16	-2	-7	1.1	-1	2	1	-11
COc1cccc(NC(=O)Cn2c(=O)oc3cc(S(=O)(=O)N4CCCC4)ccc32)c1	-6	-5	-2	1	4	-5	1.1	-1
O=[N+]([O-])c1cccc(C2Nc3cccc4cccc(c34)N2)c1	37	10	-4	0.84	8	8	0.9	16
COCCN(C(=O)CCC(=O)Nc1ccccn1)C(C(=O)NCCC(C)C)c1ccc(OC)cc1 (configuration not stated)	-17	-1	6	1	2	2	1	-1
CN1/C(=C\C=C(/C#N)C(=O)Nc2ccccc2F)C(C)(C)c2ccccc21	-1	0	-4	0.94	-7	-17	0.99	6
OCCNc1nc(Nc2ccccc2Cl)nc(N2CCCC2)n1	9	0	-12	0.92	-2	2	1	8
O=C(Nc1ccc(O)cc1C(=O)O)c1ccc2c(c1)C(=O)N(Cc1ccco1)C2=O	-25	9	-11	1.1	10	17	0.91	-8
NC(=O)Cc1ccc(C(=O)c2ccc(Cl)cc2)s1	-5	-1	57*	1.1	1	-11	1	-12
Cc1ccc(C(=O)OCC(=O)Nc2cc(S(=O)(=O)N3CCOCC3)ccc2C)cc1	8	19	-10	1.1	-2	-6	0.81	-9
CN(Cc1ccco1)C(=O)CSc1nn2c(=O)c(C(C)(C)C)nnc2s1	6	20	-4	1.1	7	-3	0.8	-14
CCCCn1c(SCC(=O)Nc2cc(C)on2)nc2ccccc2c1=O	0	0	11	0.91	-1	-7	1	9
O=C(O)c1cc2ccccc2n1-c1ccccc1	-21	-4	5	1	-3	6	1	0
CC(=O)c1cccc(NC(=O)C(C)OC(=O)c2cccc(S(=O)(=O)N3CCN(C)CC3)c2)c1 (configuration not stated)	9	11	-4	1.1	-3	2	0.89	-9
CCCCCC(=O)Nc1nc(C)c(-c2csc(Nc3cc(OC)ccc3OC)n2)s1	24	10	-4	0.84	-3	-4	0.9	16
COC(=O)c1c[nH]n2c(=O)c(C(C)C)c(C)nc12	-9	-23	2	1	-2	12	1.2	-3
CCCCOC(=O)Nc1ccccc1C(N)=O	6	-3	-6	1.2	-4	-7	1	-18
O=C(CN1C(=O)c2ccccc2S1(=O)=O)N1CCc2ccccc21	7	5	-6	1.3	-3	4	0.95	-27
Cc1ccsc1/C=N/NC(=O)C(O)c1ccccc1 (configuration not stated)	-7	2	5	1.2	-2	0	0.98	-16
CCCCn1c(SCC(=O)Nc2cc(C)on2)nc2c1c(=O)n(C)c(=O)n2C	5	5	-5	1.1	-3	-2	0.95	-11

(continued)
SMILES	PfG6PD inh	mIAP inh	ATG4B inhibitor	hIAP activ	A3A deaminase	HKDC1 inh	mIAP act	hIAP inh
COC(=O)n1c(=O)oc2ccccc21	-2	-7	3	1.1	-1	-4	1.1	-10
CCC(C)(C)NC(=O)CN(C(=O)c1csnn1)c1cccc2c1CCCC2	4	-8	-1	0.99	-2	-11	1.1	1
CCCNC(=O)CN1CCC(c2nc3ccccc3[nH]2)CC1	-2	0	-3	1	-4	-6	1	0
C[C@@H]1CC[C@@]2(O[C@@H](CCO)C[C@@H](O)[C@@H]2O)O1	-13	0	-2	1.1	-1	-8	1	-7
O=C(CCCn1c(=S)[nH]c2cc3c(cc2c1=O)OCO3)N1CCN(C2CCCCC2)CC1	14	11	23	1	-2	6	0.89	-4
O=C(Cn1nnc(-c2ccccc2)n1)NCC(=O)Nc1ccc(F)c(F)c1F	-1	1	-8	0.97	7	0	0.99	3
CCOc1ccccc1NC(=O)CSc1nnc(Cc2ccc(OC)cc2)c(=O)n1N	5	11	-6	1	-2	-5	0.89	-3
NS(=O)(=O)c1cccc(NC(=O)c2ccc(S(=O)(=O)N3CCCCCC3)cc2)c1	21	12	-11	1.1	-2	-1	0.88	-14
Cc1cc2c(nn1)CCC/C2=N\O	4	5	3	1.1	2	-5	0.95	-6
Cc1nnsc1-c1c(C(=O)Oc2ccccc2)c(C)nn1-c1ccccc1	9	7	-9	0.97	2	0	0.93	3
COCCSc1nnc(NS(=O)(=O)c2ccc(F)cc2)s1	4	-2	-1	1.1	-3	-6	1	-14
O=C1c2cccnc2C(O)N1Cc1ccccc1 (configuration not stated)	-2	-2	-4	0.91	4	-10	1	9
CC(C)(C)c1[nH]nc2c1C(c1ccccc1OC(=O)N1CCOCC1)C(C#N)=C(N)O2 (configuration not stated)	4	2	-7	0.92	1	-8	0.98	8
Cc1[nH]c(=O)nc(SCc2ccc(Cl)c(Cl)c2)c1C#N	-24	5	27	0.89	-3	1	0.95	11
O=C(Nc1ccc(F)c(F)c1)C1=COCCO1	8	-1	2	1.1	-2	-7	1	-8
COc1cc(Nc2c3c(nc4ccccc24)CCC3)cc(OC)c1OC	7	6	-4	0.89	-3	-6	0.94	11
CCCC(=O)Nc1ccc(N2CCN(C(=O)c3cccs3)CC2)cc1	-21	-11	-3	1.1	0	-3	1.1	-6
O=C(CCn1c(=S)oc2ccccc21)Nc1ccc(F)cc1	4	-3	14	1.1	-1	-4	1	-9
CCOc1ccc(/C=N/Nc2nncc(-c3ccccc3)n2)cc1OC	-35	19	1	0.94	-2	14	0.81	6
Cc1ccc(S(=O)(=O)c2c(N)n(NC(=O)C3CC3)c3nc4ccccc4nc23)cc1	-31	1	-4	0.9	-1	-1	0.99	10
Cc1ccccc1C(=O)OC(C)CN1CCN(C)CC1 (configuration not stated)	5	-1	-7	1.1	1	-7	1	-7
Cc1ccc(-c2csc(N3CCC[C@@H]3C(=O)NCCn3c(-c4ccncc4)nc4ccccc43)n2)cc1	7	6	-8	1	0	3	0.94	-4
COc1ccc(CCC(=O)N/N=C\c2cccs2)cc1	13	10	-8	0.93	1	-12	0.9	7
COc1cccc(/C=N/NC(=O)c2cccs2)c1	20	-5	-2	1	1	5	1.1	-2
CC(Oc1cc2oc(=O)c3c(c2cc1Cl)CCCC3)C(=O)NCc1ccccn1 (configuration not stated)	3	-7	-3	0.95	2	0	1.1	5
Cc1ccc(CCNC(=O)c2nc(CS(=O)(=O)c3ccc(Cl)cc3)no2)cc1	9	21	0	1.2	-5	-4	0.79	-18

Assay outcomes from PubChem BioAssay.
